# BRCA1 expr act: BRCA1 expression activation; actives 1.1% (n = 380,000); AID 624202; MCF7-BRCA1-FFLuc reporter, luminescence, 48 h; response scale: scaled: vehicle 0%, 10 µM genistein 100%; Potency, µM (highest dose often 46.1 µM), for the others: at the highest dose activation, actives largely listed as activators; note: potency is the fitted concentration of half-maximal effect; nearly all actives have a fitted effect of over 80% in size; some results filed as inactive show a strong effect at the top dose
#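 MCF7 cells carrying a BRCA1-firefly luciferase reporter (2000 cells/well, phenol-red free MEM) were attached for 2 h at 37 °C, then given compounds for 48 h. Luminescence was read 15 min after luciferase reagent; activity normalized to genistein (10 microM) and DMSO.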
# p53 reactivator: mutant p53 re-activation in reporter cells | Potency, µM (doses to about 92.2 µM), without a hit: top-dose activity change, positive = activation, hits mostly activators | H1299 p53-A138V BP100-luciferase reporter, luminescence, 24 h | AID 504706 | actives 0.063% (n = 320,000); note: potency is the fitted concentration of half-maximal effect; % of control where 0% means no effect; nearly all actives have a fitted effect of over 45% in size
#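 H1299 (p53-null), stable ts p53-A138V + BP100-Luc; 1000 cells/well, Opti-MEM/10% FBS; cpd 4 pt, 1:5; 24 h, 37 deg C, 5% CO2; detection reagent 10 min RT; luminescence.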
# uPA generation: blocks generation of uPA at the cell surface; Potency, µM (series often up to 38.3 µM), for inactives: top-dose activity change, negative = inhibition, usual class: inhibitors; AID 540303; actives 0.31% (n = 330,000); cell surface uPA generation assay, qHTS; active = well fitted inhibition curve with a large enough effect; inconclusive = small, poorly fitted or top-dose-only effect; inactive = no such curve, though single readings can be large or run the other way; tested in mouse RAW 264.7 cells; note: potency is the fitted concentration of half-maximal effect; % is set by controls: 0 for no effect and ±100 for the full control effect; nearly all actives have a fitted effect of over 55% in size
# USP2a block: blocks human ubiquitin-specific protease USP2a; O75604; USP2 core, Ub-CHOP2 coupled fluorogenic reporter, 485/531; Potency, µM (highest dose often 38.3 µM), without a hit: top-dose activity change, negative = inhibition, most hits filed as inhibitors; actives 0.01% (n = 330,000);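 note: potency is the fitted concentration of half-maximal effect; plate controls were DMSO wells for no effect and full inhibition by NEM control for full effect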
# Target sequence (O75604 whole entry, looked up): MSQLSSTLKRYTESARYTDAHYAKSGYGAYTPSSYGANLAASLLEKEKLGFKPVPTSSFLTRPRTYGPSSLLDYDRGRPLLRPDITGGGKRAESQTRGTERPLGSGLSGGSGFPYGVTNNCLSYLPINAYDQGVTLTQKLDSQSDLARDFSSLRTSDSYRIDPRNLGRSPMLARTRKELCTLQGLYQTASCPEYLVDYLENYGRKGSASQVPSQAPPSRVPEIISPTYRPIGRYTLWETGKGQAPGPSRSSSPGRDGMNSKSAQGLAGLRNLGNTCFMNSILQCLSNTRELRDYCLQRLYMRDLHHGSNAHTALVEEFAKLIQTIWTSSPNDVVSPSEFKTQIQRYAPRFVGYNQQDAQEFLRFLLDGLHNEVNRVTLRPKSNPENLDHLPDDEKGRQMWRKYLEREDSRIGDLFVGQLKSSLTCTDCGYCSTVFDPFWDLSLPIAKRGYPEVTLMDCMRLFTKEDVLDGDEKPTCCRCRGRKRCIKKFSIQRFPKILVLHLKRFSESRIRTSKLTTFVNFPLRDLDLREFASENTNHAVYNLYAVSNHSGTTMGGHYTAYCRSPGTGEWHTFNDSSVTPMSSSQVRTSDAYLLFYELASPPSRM
#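 Deubiquitinase activity read as fluorescence (485/531 nm) after Ub-CHOP2 cleavage activates the enterokinase reporter on its substrate; USP2 core 10nM, Ub-CHOP2 and substrate 25nM each, 30min compound preincubation then 60min RT; data normalized to NEM, curves fitted.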
# S-ASM inh: blocks human secretory acid sphingomyelinase; P17405; placental ASM, HMU-PC fluorogenic substrate, 60 min; Potency, µM (titrated, usually from 57.5 µM), for the others: at the top dose activity change, negative = inhibition, usual class: inhibitors; actives 0.006% (n = 340,000); note: potency is the fitted concentration of half-maximal effect
#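 Human placenta-derived ASM preincubated with compound 10 min at room temperature, then reacted with 9 uM (final) fluorogenic HMU-PC substrate for 60 min at 37 C. Stop solution raises pH to 10; fluorescence read at Ex 386/Em 447 nm.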
# ELG1 genotox: induces genotoxicity in HEK293T cells with luciferase-tagged ELG1; HEK293T ELG1-luciferase reporter, luminescence, 16 h; AID 504466; actives 1.3% (n = 330,000); Potency, µM (series often up to 46 µM), for inactives: at the highest dose activity change, positive = activation, actives largely listed as activators; note: potency is the fitted concentration of half-maximal effect; % of control where 0% means no effect; nearly all actives have a fitted effect of over 60% in size
#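 Luminescence read-out: rising ELG1-luciferase signal, reflecting elevated ELG1 protein under genetic stress, flags genotoxic compounds. Cells were treated for 16 hr at 37 °C before ONE-Glo detection.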
# B2AR arrestin: agonists driving beta-arrestin recruitment to human beta2-adrenergic receptor; AID 492947; beta-arrestin recruitment to beta2AR, cell-based reporter; Potency, µM (top dose mostly 46.1 µM), without a hit: at the highest dose activation, actives largely listed as activators; actives 0.02% (n = 330,000); P07550;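 note: potency is the fitted concentration of half-maximal effect; 0% = DMSO controls and full agonism = EC100 isoproterenol or metaproterenol; nearly all actives have a fitted effect of over 65% in size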
# TSG101-PTAP inh: blocks PTAP/TSG101 interaction to inhibit HIV-1 budding. Q99816. Fluorescence polarization, FITC-PTAP peptide / Tsg101 binding. Potency, µM (titrated, usually from 115 µM), for inactives: at the highest dose activity change, negative = inhibition, hits mostly inhibitors. 340,000 tested, under 10 active; active = well fitted inhibition curve with a large enough effect in the main read-out, with a control signal flat, not every such curve was filed as active; inconclusive = small, poorly fitted or top-dose-only effect, or effect the other way, or a change in a side signal; inactive = no such curve, though single readings can be large or run the other way; note: potency is the fitted concentration of half-maximal effect; % of control where 0% means no effect
# Target sequence (Q99816 whole entry, looked up): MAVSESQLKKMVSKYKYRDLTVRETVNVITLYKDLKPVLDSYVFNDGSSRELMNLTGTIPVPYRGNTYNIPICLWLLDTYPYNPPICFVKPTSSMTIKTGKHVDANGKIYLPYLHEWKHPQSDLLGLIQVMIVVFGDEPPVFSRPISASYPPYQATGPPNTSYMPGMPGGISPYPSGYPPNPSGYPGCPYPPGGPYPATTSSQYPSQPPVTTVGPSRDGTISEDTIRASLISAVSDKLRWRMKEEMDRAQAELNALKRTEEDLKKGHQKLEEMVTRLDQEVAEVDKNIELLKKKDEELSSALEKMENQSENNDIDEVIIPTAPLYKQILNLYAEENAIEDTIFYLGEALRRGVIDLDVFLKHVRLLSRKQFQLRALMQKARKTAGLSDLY
#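 Fluorescence polarization binding of Tsg101 binding domain (10 uM final) to FITC-labeled PTAP peptide (50 nM final) in HEPES pH 7.5 buffer with NaCl, Tween 20, EDTA, TCEP. Compounds added before peptide; binding 20 min at RT.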
# Eya2 phos inh: inhibitors of human Eya2 phosphatase activity; O00167; recombinant Eya2, OMFP fluorescence dephosphorylation (OMFP is methylfluorescein phosphate); Potency, µM (titrated, usually from 76.9 µM), for the others: at the highest dose activity, negative = inhibition, actives largely listed as inhibitors; actives 0.006% (n = 330,000); AID 488837; note: potency is the fitted concentration of half-maximal effect; % is set by controls: 0 for no effect and ±100 for the full control effect
#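 Eya2 protein (added as 0.2 uM solution) was preincubated with compound for 10 min at ambient temperature in 50 mM HEPES pH 7.5, 50 mM NaCl, 5 uM MgCl2, 0.05% BSA, 1 mM DTT. OMFP (added at 50 uM) then reacted 10 min; fluorescence read at 485/525 nm.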
# TRPV1 agonist: human TRPV1 agonism; Q8NER1; TRPV1-expressing cells, Fluo-8 calcium influx, agonist mode; activation, % at 8.33 µM; actives 0.19% (n = 320,000); in the data active = activation above about 80%; inconclusive = between about 30% and that limit; note: 0% is about no effect
#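 Cells expressing TRPV1 were dye-loaded with Fluo-8 and read kinetically: 10 s baseline, 3 min after compound (agonist portion), then 2 min after EC20 capsaicin (allosteric enhancer portion). Calcium-bound dye fluorescence at 480/520 nm.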
# Integrin act MD: activates integrin-mediated alleviation for muscular dystrophy; alpha7betagal myoblasts, beta-gal FDG fluorescence, 48 h; Potency, µM (titrated, usually from 38.3 µM), for the others: top-dose activation, actives largely listed as activators; actives 0.064% (n = 350,000);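 note: potency is the fitted concentration of half-maximal effect; 100% = response of the positive control SU9516; nearly all actives have a fitted effect of over 60% in size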
#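 Alpha7betagal+/- myoblasts (passage 13) were plated 16-24 hr, then exposed to compounds (1:260 dilution of DMSO stock) for 48 hours at 37C. After MPER lysis, β-galactosidase reporter activity was read as FDG fluorescence (ex 480/em 540) after 30 minutes.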
# Numbers without * were called inactive; ? = inconclusive; · = no result given; [ ] = remark or other dose. Unless noted, calls come from the whole dose curve; as a rule, active = well fitted curve in the direction sought with a large enough effect; inconclusive = small, poorly fitted or top-dose-only effect, or another doubt; inactive = no such curve, though single readings can be large; an effect the other way counts as inactive or inconclusive.
cpd	SMILES	BRCA1 expr act	p53 reactivator	uPA generation	USP2a block	S-ASM inh	ELG1 genotox	B2AR arrestin	TSG101-PTAP inh	Eya2 phos inh	TRPV1 agonist	Integrin act MD
1	Cc1cc(NC(=O)C2CCN(S(=O)(=O)Cc3ccccc3)CC2)ccc1-n1cnnn1	-12%	-7%	-10%	4%	5%	-7%	-0.5%	0%	4%	?	20%
2	CCN(C(=O)c1cc2c(=O)[nH]c3ccc(C)cc3c2s1)c1cccc(C)c1	-37%	-1%	-5%	1%	-2%	6%	0.3%	-1%	0%	3	1%
3	Oc1ccc(/C=N/Nc2cc(N3CCCC3)nc(N3CCCC3)n2)cc1	-7%	5%	12%	-5%	-3%	-7%	0.1%	-3%	-5%	-4	-36%
4	CCOc1ncccc1C(=O)OCC(=O)Nc1cc(C)ccc1C	0%	9%	·	2%	4%	2%	-0.3%	-3%	4%	-1	9%
5	COc1ccc(C(=O)COC(=O)c2ccccc2NS(=O)(=O)c2ccc(O)c([N+](=O)[O-])c2)cc1	0%	-3%	0%	6%	-1%	0%	0.0%	-6%	9%	0	2%
6	CC(=O)OC(C(=O)NC1CCCCC1)c1ccncc1 (stereo unspecified)	5%	-10%	7%	1%	3%	2%	0.3%	-8%	0%	2	20%
7	N=C(N)N1CCc2ccccc21	0%	1%	1%	-2%	2%	-7%	0.4%	0%	11%	2	-17%
8	Cc1ccc2sc(NC(=O)CSc3nc(C)cc(C)c3C#N)nc2c1	0%	2%	·	1%	457%[activator]	?	-0.7%	-2%	13%	-3	-14%
9	Cc1cc(OCC(=O)NC2CC2)c2c(C)c(C)c(=O)oc2c1	-11%	-6%	12%	1%	21%	16%	0.2%	-2%	4%	1	?
10	C=CCNCc1cccn1-c1ccccc1	-20%	-24%	1%	1%	3%	-5%	-0.2%	-3%	-10%	-2	-30%
11	COc1ccccc1OCc1cc(C(=O)N2CCN(C)C(c3ccccc3)C2)no1 (stereo unspecified)	10µM*	?	-1%	-1%	5%	?	-1.0%	0%	-2%	24	0%
12	Cc1ccc2c(CN3CCN(Cc4ccc5c(c4)OCO5)CC3)cc(=O)oc2c1C	5%	-5%	9%	0%	-1%	-3%	0.2%	0%	-4%	14	-6%
13	S=C1NCC(c2ccccc2)S1 (stereo unspecified)	-37%	·	-6%	·	2%	·	·	0%	·	·	3%
14	CCC(=O)N1CC(C)C(=O)Nc2ccccc21 (stereo unspecified)	-12%	10%	3%	2%	2%	-3%	0.1%	1%	13%	7	9%
15	CCOC(=O)c1cccc(NC(=O)c2ccc3c(c2)C(=O)N(CC2CCCO2)C3=O)c1 (stereo unspecified)	19%	10%	3%	0%	-6%	-10%	0.0%	-2%	-8%	8	?
16	CCCNC(=O)C1CCC(CNS(=O)(=O)c2ccc3c(c2)CC(C)N3C(C)=O)CC1 (stereo unspecified)	-24%	5%	-20%	-4%	-4%	7%	-0.9%	-1%	7%	-2	12%
17	CCN1CCN(Cc2ccc(NC(=O)c3cc(NC(=O)c4cnn(-c5ccccc5)c4N)cc(OC)c3)cc2C(F)(F)F)CC1	-35%	5%	-18%	-8%	-16%	-5%	0.4%	1%	2%	1	-38%
18	Cc1cc(C)n(CC(C)NCc2c(C(=O)N3CCOCC3)nc3c(C)cccn23)n1 (stereo unspecified)	-14%	-1%	-1%	1%	3%	1%	-0.7%	-1%	6%	-1	0%
19	Cc1ccc(-n2ncc3c(SCC(=O)NNC(=O)c4ccco4)ncnc32)cc1	-9%	-1%	-1%	0%	-4%	3%	0.0%	0%	-2%	5	-7%
20	CCCCN(CC)CCCNC(=O)c1cc2c(-c3ccc(OC)c(OC)c3)nn(C)c2s1	-18%	1%	-8%	-7%	13%	5%	-0.8%	-1%	-8%	0	0%
21	C=CCn1c(C)cc(C(=O)COc2ccc(N(C)S(=O)(=O)c3ccc(NC(C)=O)cc3)cc2)c1C	-43%	-8%	-16%	0%	-3%	-6%	0.5%	1%	6%	·	-45%
22	Cc1cccc(C(=O)Nc2ccc(S(=O)(=O)Nc3nc(C)cc(C)n3)cc2)c1	2%	-4%	?	1%	14%	1%	-0.1%	0%	14%	-2	-7%
23	CCOc1ccc(N2C(=O)CC(N3CCN(c4ccc(C(=O)c5ccncc5)cc4)CC3)C2=O)cc1 (stereo unspecified)	22%	·	2%	·	7%	·	·	-3%	·	·	6%
24	CCCCNc1nc(CC(C)=O)ns1	-21%	-2%	-1%	1%	-4%	4%	0.1%	0%	-19%	3	17%
25	CN(CCCNC(=O)C1CCCN(S(=O)(=O)c2cnc[nH]2)C1)c1ccccc1 (stereo unspecified)	-11%	13%	0%	3%	-1%	-2%	0.2%	1%	-16%	·	-7%
26	O=C(CN1CCC(NC(=O)Nc2ccc(F)cc2)CC1)Nc1ccccc1[N+](=O)[O-]	-38%	-2%	-2%	2%	1%	-8%	0.0%	0%	-6%	?	-7%
27	CC(=O)c1ccc(N2CCN(C(=O)c3cc4c(C)nc5ccccc5c4o3)CC2)cc1	3%	-7%	4%	0%	1%	6%	0.1%	2%	17%	0	3%
28	CC(=O)c1cccc(NC(=O)c2ccc(OCc3c(C)noc3C)cc2)c1	-7%	0%	-20%	1%	1%	2%	0.0%	-2%	10%	?	20%
29	O=C(COC(=O)c1ccc(Br)o1)NCC1CCCO1 (stereo unspecified)	4%	5%	14%	8%	3%	1%	-0.1%	·	9%	-1	0%
30	Cc1cc(C)n2nc(SCC(=O)c3c(N)n(CC(C)C)c(=O)n(C)c3=O)nc2n1	-14%	-2%	0%	2%	0%	-9%	0.1%	1%	3%	30	9%
31	CCOC(=O)C1=C(COC(=O)c2cccc(N(C)C)c2)NC(=O)NC1C (stereo unspecified)	4.5µM*	18%	-1%	1%	12%	?	-0.4%	-1%	-14%	21	-13%
32	O=C(CCCn1c(=O)c2ccccc2n(Cc2ccccc2)c1=O)NCc1ccco1	-43%	0%	-10%	2%	-3%	-1%	0.4%	-4%	19%	-2	-11%

# Two neighbouring entries already listed:
cpd	SMILES	BRCA1 expr act	p53 reactivator	uPA generation	USP2a block	S-ASM inh	ELG1 genotox	B2AR arrestin	TSG101-PTAP inh	Eya2 phos inh	TRPV1 agonist	Integrin act MD
28	CC(=O)c1cccc(NC(=O)c2ccc(OCc3c(C)noc3C)cc2)c1	-7%	0%	-20%	1%	1%	2%	0.0%	-2%	10%	?	20%
29	O=C(COC(=O)c1ccc(Br)o1)NCC1CCCO1 (stereo unspecified)	4%	5%	14%	8%	3%	1%	-0.1%	·	9%	-1	0%

# Some of the entries so far, field by field:
4. CCOc1ncccc1C(=O)OCC(=O)Nc1cc(C)ccc1C
  BRCA1 expr act = 0%
  p53 reactivator = 9%
  uPA generation = ·
  USP2a block = 2%
  S-ASM inh = 4%
  ELG1 genotox = 2%
  B2AR arrestin = -0.3%
  TSG101-PTAP inh = -3%
  Eya2 phos inh = 4%
  TRPV1 agonist = -1
  Integrin act MD = 9%
5. COc1ccc(C(=O)COC(=O)c2ccccc2NS(=O)(=O)c2ccc(O)c([N+](=O)[O-])c2)cc1
  BRCA1 expr act = 0%
  p53 reactivator = -3%
  uPA generation = 0%
  USP2a block = 6%
  S-ASM inh = -1%
  ELG1 genotox = 0%
  B2AR arrestin = 0.0%
  TSG101-PTAP inh = -6%
  Eya2 phos inh = 9%
  TRPV1 agonist = 0
  Integrin act MD = 2%
6. CC(=O)OC(C(=O)NC1CCCCC1)c1ccncc1 (stereo unspecified)
  BRCA1 expr act = 5%
  p53 reactivator = -10%
  uPA generation = 7%
  USP2a block = 1%
  S-ASM inh = 3%
  ELG1 genotox = 2%
  B2AR arrestin = 0.3%
  TSG101-PTAP inh = -8%
  Eya2 phos inh = 0%
  TRPV1 agonist = 2
  Integrin act MD = 20%
7. N=C(N)N1CCc2ccccc21
  BRCA1 expr act = 0%
  p53 reactivator = 1%
  uPA generation = 1%
  USP2a block = -2%
  S-ASM inh = 2%
  ELG1 genotox = -7%
  B2AR arrestin = 0.4%
  TSG101-PTAP inh = 0%
  Eya2 phos inh = 11%
  TRPV1 agonist = 2
  Integrin act MD = -17%

# As entered above.
# Under ELG1 genotox, compound 15 is entered as -10%
# Under BRCA1 expr act, compound 13 is entered as -37%

# Source: PubChem BioAssay (National Center for Advancing Translational Sciences (NCATS))
